# High-throughput results from PubChem.
# Pol iota inh: inhibitors of human DNA polymerase iota; Q9UNA4; Pol iota fluorescent replication assay, 10 min; Potency, µM (highest dose often 115 µM), for the others: top-dose activity, negative = inhibition, hits mostly inhibitors; 390,000 compounds, 1% hits; AID 588590
#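 Fluorescent replication assay read twice, at 0 min and 10 min after adding 50 nM (final) substrate. Enzyme (10 nM) and compounds were first incubated 15 min at room temperature; enzyme-free buffer wells were negative controls.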
# GLS inhibitor: glutaminase GLS (human) inhibition; Potency, µM (top dose mostly 45.5 µM), for the others: at the highest dose activity change, negative = inhibition, most hits filed as inhibitors; O94925; GLS enzymatic activity, qHTS titration; AID 624170; 410,000 compounds, 0.21% hits; also: % is scaled to controls: 0 for no effect and ±100 for the full control effect
#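 Two-point fluorescence kinetic (t0, 30 min RT) for hKGA; glutamate detected via glutamate oxidase–HRP–Amplex Red. Substrate: 1 mM L-glutamine solution; buffer 45 mM KH2PO4, pH 8.2.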
# G9a block: blocks human histone lysine methyltransferase G9a. 350,000 compounds, 8.8% hits. G9a H3K9 monomethylation, AlphaScreen, 2 h. Potency, µM (highest dose often 102 µM), without a hit: at the highest dose activity, negative = inhibition, most hits filed as inhibitors. Q96KQ7; also: % is scaled to controls: 0 for no effect and ±100 for the full control effect; nearly all actives have a fitted effect of over 75% in size
#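 Methyltransferase reactions run at room temperature for 2 h (20 nM enzyme, 500 nM biotin-H3K9 peptide, 20 uM SAM) after a 15 min compound preincubation; product detected by AlphaScreen beads and anti-H3K9me1 antibody.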
# HP1b chromo inh: blocks HP1-beta chromodomain binding to methylated histone tails; 390,000 compounds, 0.56% hits; P83916; AlphaScreen HP1-beta / biotin-H3K9me3 peptide binding; AID 540317; Potency, µM (series often up to 114 µM), without a hit: at the highest dose activity change, negative = inhibition, most hits filed as inhibitors; also: nearly all actives have a fitted effect of over 70% in size; inactives centre near 23
#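 HP1-beta protein (50 nM final) preincubated 30 min at room temperature with biotinylated H3(1-18)K9me3 peptide (50 nM) in PBS pH 7.4, 0.01% Tween-20, then compound added for 30 min. AlphaScreen streptavidin donor/nickel chelate acceptor beads (10 ug/mL final), 30 min dark, luminescence read.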
# BAZ2B inh: BAZ2B (human) inhibition; Q9UIF8; AlphaScreen BAZ2B-H3K14Ac peptide displacement; Potency, µM (highest dose often 114 µM), for inactives: top-dose activity change, negative = inhibition, hits mostly inhibitors; 360,000 compounds, 4.4% hits; also: % is scaled to controls: 0 for no effect and ±100 for the full control effect; nearly all actives have a fitted effect of over 60% in size
#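 AlphaScreen luminescence quantifies BAZ2B engagement of H3K14Ac peptide; the protein and biotinylated peptide are both at 50 nM final, buffer PBS pH 7.4 with 0.01% Tween-20, all steps at room temperature.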
# JMJD2A Tudor inh: JMJD2A Tudor domain (human) inhibition; AlphaScreen JMJD2A-Tudor / H3K4me3 peptide binding; 390,000 compounds, 4.4% hits; Potency, µM (top dose mostly 114 µM), for inactives: top-dose activity change, negative = inhibition, actives largely listed as inhibitors; AID 504339; O75164; also: % is scaled to controls: 0 for no effect and ±100 for the full control effect; nearly all actives have a fitted effect of over 50% in size
# Pin1 inh: human Pin1 inhibition. Pin1 FP peptide displacement, HiFluor488, 10 min. 390,000 compounds, 0.009% hits. Q13526. Potency, µM (highest dose often 115 µM), for the others: top-dose activity, negative = inhibition, actives largely listed as inhibitors; active = well fitted inhibition curve with a large enough effect in the polarisation, with a control signal flat, not every such curve was filed as active; inconclusive = small, poorly fitted or top-dose-only effect, or effect the other way, or a change in a side signal; inactive = no such curve, though single readings can be large or run the other way; the % refers to the polarisation; also: % is scaled to controls: 0 for no effect and ±100 for the full control effect
# PGK inhibitor: blocks T. brucei phosphoglycerate kinase. P07378. Potency, µM (top dose mostly 57.5 µM), without a hit: at the highest dose activity change, negative = inhibition, most hits filed as inhibitors. 380,000 compounds, 0.043% hits. PGK/GAPDH coupled, Kinase-Glo luminescence, 60 min. AID 602233; also: % is scaled to controls: 0 for no effect and ±100 for the full control effect; nearly all actives have a fitted effect of over 60% in size
#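 Luminescent ATP detection (Kinase-Glo Plus) follows a 60-minute room-temperature incubation, with wells lacking PGK as controls. Buffer: 100 mM TEA (pH 7.6), 5 mM MgCl2, 0.01% Tween-20. Coupling enzyme GAPDH (100 nM final) supplies unstable 1,3-BPG in-well.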
# BLM inh: inhibitors of human Bloom syndrome helicase BLM. Potency, µM (top dose mostly 56.1 µM), without a hit: top-dose activity change, negative = inhibition, actives largely listed as inhibitors. 350,000 compounds, 0.2% hits. recombinant BLM DNA unwinding, fluorescence dequenching. P54132;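 also: plate controls were vehicle for no effect and no enzyme for full effect; nearly all actives have a fitted effect of over 35% in size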
# Target sequence (P54132 whole entry, looked up): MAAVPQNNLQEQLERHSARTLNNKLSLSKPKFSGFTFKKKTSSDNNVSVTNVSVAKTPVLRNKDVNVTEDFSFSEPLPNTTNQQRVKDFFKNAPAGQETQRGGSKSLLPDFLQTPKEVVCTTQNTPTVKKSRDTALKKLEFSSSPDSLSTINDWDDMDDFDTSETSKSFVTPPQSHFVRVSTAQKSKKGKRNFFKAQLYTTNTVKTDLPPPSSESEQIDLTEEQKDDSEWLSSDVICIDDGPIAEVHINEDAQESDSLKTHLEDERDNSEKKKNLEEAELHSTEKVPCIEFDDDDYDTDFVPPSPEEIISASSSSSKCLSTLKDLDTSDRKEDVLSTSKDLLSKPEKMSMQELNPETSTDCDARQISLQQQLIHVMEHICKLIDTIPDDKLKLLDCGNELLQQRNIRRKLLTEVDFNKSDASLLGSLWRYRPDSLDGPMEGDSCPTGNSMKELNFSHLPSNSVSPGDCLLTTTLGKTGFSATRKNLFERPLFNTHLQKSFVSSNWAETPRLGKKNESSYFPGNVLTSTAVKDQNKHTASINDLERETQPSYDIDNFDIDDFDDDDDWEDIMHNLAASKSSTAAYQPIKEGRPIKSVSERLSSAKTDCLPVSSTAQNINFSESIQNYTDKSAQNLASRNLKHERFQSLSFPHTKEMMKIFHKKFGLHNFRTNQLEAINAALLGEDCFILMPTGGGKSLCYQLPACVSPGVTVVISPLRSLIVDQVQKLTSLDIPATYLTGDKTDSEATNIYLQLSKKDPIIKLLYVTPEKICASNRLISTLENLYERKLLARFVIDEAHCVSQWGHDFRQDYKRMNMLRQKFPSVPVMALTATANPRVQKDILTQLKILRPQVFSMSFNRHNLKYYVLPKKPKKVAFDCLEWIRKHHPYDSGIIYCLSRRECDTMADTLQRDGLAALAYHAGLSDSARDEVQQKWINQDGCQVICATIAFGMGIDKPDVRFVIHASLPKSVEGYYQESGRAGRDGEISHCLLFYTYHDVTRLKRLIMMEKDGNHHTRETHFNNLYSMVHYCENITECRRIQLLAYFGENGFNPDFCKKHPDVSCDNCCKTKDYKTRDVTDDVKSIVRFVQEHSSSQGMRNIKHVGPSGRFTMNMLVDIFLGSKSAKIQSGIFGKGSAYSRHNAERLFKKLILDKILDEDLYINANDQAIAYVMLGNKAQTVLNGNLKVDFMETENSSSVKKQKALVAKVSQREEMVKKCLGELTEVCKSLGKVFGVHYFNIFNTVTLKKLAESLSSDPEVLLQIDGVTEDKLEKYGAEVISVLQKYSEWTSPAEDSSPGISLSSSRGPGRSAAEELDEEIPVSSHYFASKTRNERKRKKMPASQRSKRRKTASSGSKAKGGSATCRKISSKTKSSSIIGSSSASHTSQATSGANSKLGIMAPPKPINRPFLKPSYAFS
# Numbers without * were called inactive; i = inactive; ? = inconclusive; / = no result given; [ ] = another dose, or the depositor's remark. Unless noted, calls follow the shape of the dose curve; as a rule, active = well fitted curve in the direction sought with a large enough effect; inconclusive = small, poorly fitted or top-dose-only effect, or another doubt; inactive = no such curve, though single readings can be large; an effect the other way counts as inactive or inconclusive. Potency is read from the fitted curve at half-maximal effect. These rows are one share of the data; the hit share may differ from the screen's.
SMILES,Pol iota inh,GLS inhibitor,G9a block,HP1b chromo inh,BAZ2B inh,JMJD2A Tudor inh,Pin1 inh,PGK inhibitor,BLM inh
CCOc1ccc(OCC)c(NC(=O)C(NS(=O)(=O)c2ccc3c(c2)oc(=O)n3C)C(C)C)c1 (stereo unspecified),-8%,2%,56µM*,25%,-4%,-6%,-2%,-2%,-2%
COc1cc(C(=O)OCC(=O)NC2CCCC2)cc(NC(=O)c2ccco2)c1OC,22%,13%,-8%,29%,8%,-11%,?,5%,0%
Cc1c(C(=O)N(C)C)sc2c1c(=O)n(-c1ccccc1C(F)(F)F)c(=O)n2Cc1ccccc1C#N,27%,-7%,15%[59 µM],-3%,-15%,-18%,-7%,-6%,0%
CCCn1c(=O)c(-c2ccccc2)c(O)c2ccccc21,2%,8%,-27%[12.7 µM],24%,?,3%,-5%,-3%,-1%
CCOc1cc(OCC)cc(C(=O)Nc2cccc(-c3nc4ccccc4[nH]3)c2)c1,?,-1%,12%[59 µM],18%,3%,-15%,?,i,1%
CN(Cc1ccccc1)C(=O)CC(=O)N(C)Cc1ccccc1,-26%,1%,3%,5%,-17%,-21%,-3%,i,-1%
c1ccc(CCCCN2C(Nc3ccccc3)=NC[C@@H]2Cc2ccccc2)cc1,?,0%,23%[2.33 µM],24%,1%,-34%,-16%,0%,/
O=C(Cn1c(=O)sc2ccccc21)Nc1ccc2c(c1)OCCO2,5%,1%,20%,47%[activator],2%,-6%,-1%,6%,-3%
c1ccc(Nc2c(-c3c[nH]c4ccccc34)nc3ccccn23)cc1,-6%,-3%,?,?,-26%,?,1%,-1%,-4%
CC1=C(C(=O)Nc2cc(Cl)ccc2C)C(c2cccs2)n2ncnc2N1 (stereo unspecified),-3%,14%,-22%[59 µM],26%[57 µM],-10%,-12%,-2%,i,-1%
Cc1ccc(Nc2nc(CSc3nnc(-c4cccnc4)n3-c3ccccc3F)cs2)cc1,40%[activator],-11%,?,20%,?,?,-2%,-4%,-5%
CCN(CC)S(=O)(=O)c1ccc(NC(=O)C(C)N(c2ccccc2)S(C)(=O)=O)cc1 (stereo unspecified),-2%,10%,?,36%,-4%,0%,-1%,-1%,-5%
COc1ccc(C(=O)NCCn2cc(SCC(=O)Nc3ccc4c(c3)OCCO4)c3ccccc32)cc1,?,6%,-4%[59 µM],47%,-7%,-30%,?,-5%,0%
Cc1cc(NC(=O)c2c([N+](=O)[O-])cnn2C)no1,20%,5%,6%,16%,-31%,-6%,2%,3%,9%
Cc1nn(-c2ccccc2)c(N)c1C1(O)C(=O)Nc2ccc([N+](=O)[O-])cc21 (stereo unspecified),79%[activator],13%,10%,28%,-18%,-16%,-3%,-7%,-6%
CCCCN(CCCC)CCCNC(=O)c1ccc2nc(N3CCCCC3)sc2c1,48%[activator],6%,-21%[59 µM],28%,0%,-4%,1%,-10%,3%
CCOC(=O)c1ccc(COC(=O)CCc2nc(-c3ccccc3)c(-c3ccccc3)o2)cc1,0%,-7%,28%,45%[activator],55%[activator],23%,6%,8%,-16%
Cn1c(=O)c2c(nc(CN3CCN(c4ccccc4)CC3)n2Cc2c(F)cccc2Cl)n(C)c1=O,2%,4%,13%,-11%,?,?,-7%,-2%,3%
CCn1c(=O)sc2cc(NC(=O)c3cccc(OC)c3)ccc21,17%,-5%,6%[59 µM],12%,-1%,-18%,-2%,-10%,-3%
CC(C)=CC(=O)Oc1ccc(C(=O)N(C)c2ccccc2I)cc1,4%,/,/,40%[activator],/,-14%,-1%,/,-6%
Cc1ccc(-n2nnnc2SCC(=O)N2CCCCC2)cc1,19%,0%,9%,41%,-5%,4%,-4%,8%,-2%
O=C(NCc1ccccc1)[C@@H]1CSC2c3ccccc3C(=O)N21 (stereo partly specified),0%,-4%,16%,10%,-2%,-20%,3%,-8%,-5%
COc1ccc(C(=O)CC(=O)c2ccc(OC)cc2)cc1,125%[activator],2%,88%[activator],96%[activator],8%,1%,-2%,-9%,-3%
CCCCOc1ccc(NC(=O)CN2CCN(Cc3ccccc3)CC2)cc1,-5%,-11%,18%,23%,-21%,-16%,-1%,-1%,-4%
CCOC(=O)C1=C(CC)Nc2ccccc2N=C1NC(=O)c1cccc(S(=O)(=O)N2CCCC2)c1,-5%,-14%,-7%[59 µM],32%,-6%,-1%[11.4 µM],20%,-1%,-6%
CCn1c2ccccc2c2cc(NC(=O)C(=O)NCC3CCCO3)ccc21 (stereo unspecified),116%[activator],-10%,8%,21%,-24%,-8%,2%,i,-1%
C=CCn1c(SCC(=O)N(C)C)nc2cc(C(=O)O)ccc2c1=O,-7%,-2%,-6%,38%,-10%,7%,-15%,i,-5%
Cc1cccc(C(=O)N2CCNC(=O)C2CC(=O)Nc2ccc(F)cc2)c1 (stereo unspecified),24%,6%,3%[59 µM],34%,-2%,4%,1%,-1%,2%
O=C(Cn1c(SCCOc2ccccc2Cl)nc2ccccc21)N1CCCCC1,10%,-4%,?,-6%,?,?,?,-2%,-6%
Cc1c(C(=O)Nc2cccc(Cl)c2)c2ccccn2c1CCc1ccncc1,-1%,-13%,-15%[59 µM],34%,-8%,1%,39%[activator],i,-8%
CCC(=O)Nc1cc2nn(-c3ccccc3)nc2cc1Cl,17%,4%,-9%,30%,2%,7%,0%,-2%,1%
O=C(CCNC(=O)c1ccc(Br)cc1)Nc1ccccc1N1CCCCC1,37%[activator],-1%,56µM*,16%,-2%,-7%,?,6%,/
CC(C)Oc1ccc(/C(O)=C2/C(=O)C(=O)N(Cc3cccnc3)C2c2ccco2)cc1 (stereo unspecified),?,10%,?,16%,-25%,?,-12%,4%,0%
CC(C)(C)N1CC(C(=O)Nc2cccc(Cl)c2Cl)CC1=O (stereo unspecified),54%[activator],-3%,17%,72%[activator],5%,-5%,9%,-5%,0%
COc1ccc(-c2nc3ccccc3s2)cc1NC(=O)c1cc(OC)c(OC)c(OC)c1,-4%,-4%,10%[59 µM],20%,-4%,-2%,1%,5%,-14%
C=CCn1c(NCc2ccc(OC)cc2O)nc2ccccc21,-1%,5%,13%,7%,-35%,-25%,4%,-2%,-2%

# G9a block, what is marked active above.
SMILES,Pol iota inh,GLS inhibitor,G9a block,HP1b chromo inh,BAZ2B inh,JMJD2A Tudor inh,Pin1 inh,PGK inhibitor,BLM inh
CCOc1ccc(OCC)c(NC(=O)C(NS(=O)(=O)c2ccc3c(c2)oc(=O)n3C)C(C)C)c1 (stereo unspecified),-8%,2%,56µM*,25%,-4%,-6%,-2%,-2%,-2%
O=C(CCNC(=O)c1ccc(Br)cc1)Nc1ccccc1N1CCCCC1,37%[activator],-1%,56µM*,16%,-2%,-7%,?,6%,/

# (continued)
SMILES,Pol iota inh,GLS inhibitor,G9a block,HP1b chromo inh,BAZ2B inh,JMJD2A Tudor inh,Pin1 inh,PGK inhibitor,BLM inh
O=C(COC(=O)COc1ccccc1F)Nc1cccc(S(=O)(=O)N2CCCCC2)c1,22%,-22%,/,-4%,/,?,0%,-7%,/
COc1ccc(CSCCN)cc1Cl,-25%,3%,-25%[12.7 µM],3%,-19%,-8%,-9%,-3%,1%
COc1ccc(S(=O)(=O)N(C)CC(=O)N2CCC(C)CC2)cc1Cl,?,2%,-6%[59 µM],30%,13%,-7%,-2%,/,1%
COc1ccc(OC)c(C(=O)CSc2nnc(-c3cccs3)o2)c1,12%,-6%,3%[59 µM],36%,-23%,-20%,-7%,6%,-7%
COCCCn1c(CCC(=O)O)ccc1-c1cccs1,5%,11%,?,-8%,?,-33%,3%,-6%,-4%
O=C(CSc1nc(CCC2CCCC2)nc2ccccc12)NCc1ccc2c(c1)OCO2,-8%,-12%,17%[59 µM],44%[activator],5%,-10%,-3%,-3%,-3%
O[C@@H]1CN(Cc2ccc(-n3cccn3)cc2)CC[C@H]1N1CCN(c2ccccc2F)CC1,14%,15%,/,11%,-6%,-26%,-1%,-9%,-8%
O=C(COC(=O)/C=C/c1ccc(S(=O)(=O)N2CCOCC2)cc1)Nc1ccccc1F,12%,-4%,/,22%,/,1%,-7%,-3%,/
CC(C)COC(=O)NCCCOC(=O)Nc1ccccc1,1%,2%,?,45%[activator],-20%,-5%,3%,1%,1%
CC1(C)CC(=O)C2=C(C1)NC(=O)NC2c1ccc(Cl)cc1 (stereo unspecified),-11%,1%,13%,1%,-1%,-12%,39%[activator],-8%,-9%
COc1cc(/C=N\NC(=O)c2ccc(Cl)cc2)ccc1Oc1ccc([N+](=O)[O-])cn1,127%[activator],8%,9%[12.7 µM],?,-14%,-20%,3%,i,-8%
CCOC(=O)Cn1nnnc1CN(Cc1cccs1)Cc1cc2cc(C)ccc2[nH]c1=O,10%,5%,1%[59 µM],1%,-4%,-27%,0%,0%,-4%
Cc1ccc(S(=O)(=O)N(C)CC(=O)Nc2ccc3c(c2)OCO3)cc1,150%[activator],2%,7%,5%,-16%,-20%,-5%,10%,-3%
CCOC(=O)Nc1ccc2c(c1)N(C(=O)N(CC)CC)c1ccccc1CC2,13%,3%,-11%,9%,-21%,-20%,-1%,-5%,-6%
O=[N+]([O-])c1cccc(S(=O)(=O)N2CCN(c3nc(-c4cccs4)nc4ccccc34)CC2)c1,25%,/,/,9%,/,-33%,0%,/,/
O=C(CSc1ncn(-c2ccccc2)n1)Nc1nc(-c2ccccc2)cs1,-1%,-5%,-3%[59 µM],32%,-4%,-7%,10%,0%,1%
Cc1ccc(C(=O)Nc2cccc(NC(=O)c3ccc(C)cc3)n2)cc1,99%[activator],-9%,/,37%,/,4%,-8%,-4%,/
Cc1ccccc1C(=O)N=c1ccn(-c2nc3ccccc3nc2NS(=O)(=O)c2ccc(F)cc2)cc1,?,-8%,11%,4%[57 µM],-5%,-26%,?,-1%,-7%
C[C@@H](C(O)c1ccccc1)N(C)C(=O)CCc1ccccc1 (stereo partly specified),20%,1%,-5%,15%,-1%,-13%,1%,1%,2%
